Screens: PubChem BioAssay, Sanford-Burnham Center for Chemical Genomics
Apaf-1 inh – inhibitors of human Apaf-1 apoptosome, primary screen, biochemical, DEVD-Rh110 fluorescence, uHTS; Apoptotic protease-activating factor 1 (Homo sapiens), O14727; reconstituted apoptosome caspase-3 activity; inhibition, % at 20 µM; 330,000 compounds, 0.71% hits; AID 489030, 2010; active = inhibition of at least 40% at 20 µM;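 note: plate controls were DMSO wells for no effect and DEVD-CHO caspase inhibitor wells for full effect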
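Assay system: Apoptosome proteins | Medium: pH 7.5 Hepes buffer with CHAPS, BSA, DTT | Also added: Cytochrome c and DEVD-Rh110 substrate | Times: 30 min plus 50 min, RT | Detection: Rhodamine 110 fluorescence at Ex 480/Em 540 nm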
CCR6 antag – CCR6 receptor antagonists, primary screen, cell-based, CHO-K1, luminescence, beta-arrestin, uHTS | C-C chemokine receptor type 6 (Homo sapiens), P51684 | AID 493098, 2011 | CHO-K1 CCR6 PathHunter beta-arrestin, CCL20-stimulated | 340,000 compounds, 0.49% hits | inhibition, % at 20 µM;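 active = compounds whose inhibition of the agonist-driven luminescence signal at 20 µM reaches about 50%, limit read from the data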;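 note: cells stimulated with CCL20 at 14 nM final; plate controls were DMSO with CCL20 for no effect and DMSO without agonist for full effect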
Target sequence (P51684 whole entry, looked up): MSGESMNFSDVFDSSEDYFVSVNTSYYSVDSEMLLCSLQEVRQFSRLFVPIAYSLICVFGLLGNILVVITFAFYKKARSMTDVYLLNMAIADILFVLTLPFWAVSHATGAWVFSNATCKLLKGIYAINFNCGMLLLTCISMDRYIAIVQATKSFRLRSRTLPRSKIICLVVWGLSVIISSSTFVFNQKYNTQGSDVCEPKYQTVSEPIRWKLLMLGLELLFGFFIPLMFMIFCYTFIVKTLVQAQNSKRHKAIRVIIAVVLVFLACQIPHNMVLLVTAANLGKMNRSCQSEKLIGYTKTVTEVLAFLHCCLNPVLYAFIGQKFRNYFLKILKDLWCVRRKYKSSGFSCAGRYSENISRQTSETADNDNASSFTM
Gli-Sufu block – Gli-Sufu pathway antagonists, primary screen, luciferase luminescence, Sufu-KO-LIGHT cells, uHTS | 340,000 compounds, 0.74% hits | AID 588413, 2011 | inhibition, % at 5 µM | Sufu-KO-LIGHT fibroblasts, Gli luciferase reporter luminescence;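 active = inhibition above about 55%, limit read from the data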;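 note: 0% = DMSO-treated cells and 100% = wells with medium but no cells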
697 NFkB inh – inhibitors of PMA/ionomycin-induced NF-kB reporter, 697 cells, primary screen, B-cell NF-kB inhibitor project, cell-based, luminescence, uHTS; 697 B-cell NF-kB luciferase reporter, 16 h; inhibition, % at 4 µM; 330,000 compounds, 0.33% hits; AID 435022, 2010; in the data active = inhibition above about 35%
UBC13 polyUb – UBC13 polyubiquitin chain formation inhibitors, primary screen, biochemical, TR-FRET, uHTS. Ubiquitin-conjugating enzyme E2 N (Homo sapiens), P61088. inhibition, % at 20 µM. 330,000 compounds, 0.47% hits. AID 485273, 2010; in the data active = inhibition above about 45%, passing the limit was not always enough
SENP8 block – SENP8 protease inhibitors, primary screen, biochemical, luminescence | purified SENP8, Z-RLRGG-aminoluciferin cleavage | inhibition, % at 10 µM | 330,000 compounds, 1.2% hits | AID 2540, 2010
Target sequence (Q96LD8 whole entry, looked up): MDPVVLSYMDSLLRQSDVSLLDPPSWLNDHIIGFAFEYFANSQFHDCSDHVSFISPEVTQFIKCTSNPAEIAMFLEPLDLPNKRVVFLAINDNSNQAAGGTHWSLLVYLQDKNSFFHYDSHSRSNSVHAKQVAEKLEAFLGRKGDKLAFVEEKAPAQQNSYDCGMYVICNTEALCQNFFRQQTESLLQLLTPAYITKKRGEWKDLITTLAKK
Jurkat NFkB inh – inhibitors of induced NF-kB luciferase reporter, primary screen, TCR NF-kB activation inhibitor project, cell-based, luminescence, uHTS | Jurkat, PMA/ionomycin-induced NF-kB luciferase reporter | inhibition, % at 4 µM | 330,000 compounds, 0.53% hits
EBI2 antag – EBI2 receptor antagonists, beta-arrestin recruitment, primary screen, cell-based, luminescence, 7a,25-OHC stimulation, uHTS; 360,000 compounds, 0.81% hits; 7a,25-OHC stimulated; inhibition, % at 5 µM; G-protein coupled receptor 183 (Homo sapiens), P32249; AID 651636, 2012; in the data active = inhibition above about 38%;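 note: enzyme fragment complementation signal reports receptor beta-arrestin coupling in cells; 0% = agonist plus DMSO wells and 100% = wells without agonist; some results beyond the cut were filed as inactive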
Target sequence (P32249 whole entry, looked up, the tested form may be a part): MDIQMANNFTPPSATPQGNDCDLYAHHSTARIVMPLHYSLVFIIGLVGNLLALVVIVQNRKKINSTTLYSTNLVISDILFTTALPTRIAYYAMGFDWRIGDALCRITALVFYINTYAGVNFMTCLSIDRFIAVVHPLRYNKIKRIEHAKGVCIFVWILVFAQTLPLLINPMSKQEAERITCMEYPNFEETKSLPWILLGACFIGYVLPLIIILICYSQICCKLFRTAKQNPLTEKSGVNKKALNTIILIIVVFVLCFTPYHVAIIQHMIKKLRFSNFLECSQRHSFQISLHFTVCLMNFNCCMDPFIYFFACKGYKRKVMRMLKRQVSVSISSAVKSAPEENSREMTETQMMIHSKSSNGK
The depositor's hits bear a star; · = not tested or not shown; & = joins results of further samples. Cut-off read from the data, not from the text of the source, unless noted: active = inhibition above about 50%; inactive = the rest. The list is partial; rates above refer to the full screens.

SMILES	Apaf-1 inh	CCR6 antag	Gli-Sufu block	697 NFkB inh	UBC13 polyUb	SENP8 block	Jurkat NFkB inh	EBI2 antag
COC(=O)C1=C(c2c(C)noc2C)C[C@@H]2CC[C@H]1N2C(=O)NCc1ccc2c(c1)OCO2	2	4	3	16	7	-7	-2	1
COc1cc(OC)cc(C(=O)NC(=S)N2C[C@H]3C[C@H](C2)c2cccc(=O)n2C3)c1	-6	7	1	13	-1	7	3	-12
Cc1cccc(-n2c(-c3ccco3)nc3ccccc3c2=O)c1C	4	20	3	-2	-6	-1	-4	-17
N#Cc1ccc(Cn2cc(C=O)c3ccccc32)cc1	-8	-2	-2	22	6	0	10	-3
CCC(=O)OC1(Cc2ccc(CC)cc2)CC(C)N(C)CC1C (stereo not drawn)	-17	10	-2	9	15	-2	-1	-14
CC(N)Cc1c[nH]c2ccc(Cl)cc12 (stereo not drawn)	3	4	-3	11	5	7	10	-14
O=C(Nc1ccccc1)N1CCC2(CC1)OCCO2	3	1	-9	0	-19	-9	-6	-20
CCN1C[C@]2(CO)CC[C@H](OC)[C@@]34C5C[C@H]6[C@H](OC)C5[C@](O)(C[C@H]6OC)[C@@H](C(OC)C23)[C@@H]14 (stereo partly drawn)	-3	-9	1	12	-3	-1	14	-1
CCC(=NCc1ccc2c(c1)OCO2)c1c(O)n(C)c(=O)n(C)c1=O	6	-20	8	-22	7	1	12	7
Cc1cc(C)c(-n2c(O)c(/C=N/NC(=O)c3ccncc3)c(=O)[nH]c2=O)c(C)c1	-18	-2	1	9	-8	7	-5	3
CCC1(c2ccccc2)C(=O)N(COC)C(=O)N(COC)C1=O	-10	0	2	8	2	2	12	10
C=CCn1c(O)c(C(CC)=Nc2ccc(NC(C)=O)cc2)c(=O)[nH]c1=O	-12	9	1	-10	-2	8	13	2
O=C(NCCO)c1nsnc1NCCCl	-8	0	17	-31	-12	3	-13	-1
COc1ccc2[nH]c(C)c(CCNCc3cc(OC)c4c(c3)OCO4)c2c1	-4	13	9	17	13	4	6	7
Cc1nn(Cc2ccccc2)c(C)c1C=C1C(=O)NC(=S)NC1=O	4	4	6	12	8	-3	3	13
COC(=O)CC1NC2CCCCC2NC1=O (stereo not drawn)	-9	6	-8	14	4	-3	-8	-1
Cc1ccc(C(=O)c2cc(Br)ccc2N)cc1	13	9	-3	-13	4	3	-42	14
O=c1c2ccccc2nc(/C=C/c2ccc3c(c2)OCO3)n1-c1cccc(O)c1	1	2	-8	8	5	5	0	-1
Cn1cc(NC(=O)CCl)cn1	-20	3	2	19	14	-3	-7	-11
Cn1cc(C(=O)OCC(=O)NC2CCCCC2)c2ccccc21	-3	-1	1	-5	12	2	0	-1
N#CCCn1cc(C(=O)Nc2ccccc2Br)c(-c2ccc3c(c2)OCCO3)n1	10	7	-7	-18	15	-2	-6	-3
COc1ccc(C2SCC(=O)Nc3c2c(C)nn3C2CCOC(C)(C)C2)cc1OC (stereo not drawn)	-2	-2	-2	0	-11	-3	-13	-12
Cc1cc(C=C2C(=O)N(C)C(=S)N(C)C2=O)c(C)n1-c1ccncc1	-4	5	1	-10	-16	3	-17	11
COCc1cc(OC(=O)N(C)C)nc(-c2ccc(C)c(Cl)c2)n1	-2	3	10	13	2	-5	7	8
O[C@H]1C2CCC1C(N1CCCCC1)CC2 (stereo partly drawn)	3	-3	-14	-1	-2	6	10	8
NNC(=O)c1ccc(O)cc1	7	9	-2	-20	-4	-4	-5	0
CC1C(c2cccs2)=[N+]([O-])C(C)(C(=O)c2ccc(Cl)cc2)N1O (stereo not drawn)	0	5	-5	18	-2	-1	1	-5
CC(C)Oc1ccc(Cc2c(O)[nH]c(=O)[nH]c2=O)cc1	-23	-7	-7	10	-23	3	3	·
Oc1ccc2c3c1O[C@H]1[C@@H](O)CC[C@@]4(O)[C@@H](C2)N(CC2CCC2)CC[C@]314	-11&0	-1&11	3&-2	16&13	12&10	8&4	-2&1	3&-3
CC(=O)O[C@H]1C(=O)[C@@]2(C)C([C@H](OC(=O)c3ccccc3)[C@]3(O)C[C@H](OC(=O)[C@H](O)[C@@H](NC(=O)Cc4ccccc4)c4ccccc4)C(C)=C1C3(C)C)[C@]1(OC(C)=O)CO[C@@H]1C[C@@H]2O (stereo partly drawn)	10	21	-7	-2	3	-11	62*	14
COc1ccc(N=Cc2c(O)n(C)c(=O)[nH]c2=O)cc1	-4	-2	-15	-27	-10	-6	-4	0
CCOc1ccc(-c2c(C)n(-c3ccc(OCC)cc3)c3[n+]2CCCCC3)cc1	3	10	88*	48*	11	-2	100*	-9
CCCCCCn1c(O)c(C(C)=NC)c(=O)[nH]c1=O	-9	1	-6	-20	-11	-13	-5	-3
CCOP(=O)(OCC)c1cc(C)c(O)c(C(C)(C)C)c1	-16	1	2	11	16	0	3	2
O=C(O)[C@H]1C[C@@H]1[C@H](NP(=O)(c1ccccc1)c1ccccc1)c1ccccc1	0	12	32	17	-6	-3	7	-1
CNC(=S)NC1CC2CCCC(C1)N2CC(C)C (stereo not drawn)	-21	9	1	16	-1	-4	5	-11

Next part (four carried over from the part before).
SMILES	Apaf-1 inh	CCR6 antag	Gli-Sufu block	697 NFkB inh	UBC13 polyUb	SENP8 block	Jurkat NFkB inh	EBI2 antag
CCCCCCn1c(O)c(C(C)=NC)c(=O)[nH]c1=O	-9	1	-6	-20	-11	-13	-5	-3
CCOP(=O)(OCC)c1cc(C)c(O)c(C(C)(C)C)c1	-16	1	2	11	16	0	3	2
O=C(O)[C@H]1C[C@@H]1[C@H](NP(=O)(c1ccccc1)c1ccccc1)c1ccccc1	0	12	32	17	-6	-3	7	-1
CNC(=S)NC1CC2CCCC(C1)N2CC(C)C (stereo not drawn)	-21	9	1	16	-1	-4	5	-11
CN(C)C1(CNC(=O)Cc2ccccc2F)CCCCC1	-3	9	29	9	-1	-2	-6	-3
CN1CCN2c3ccccc3CC3(C(=O)N(C)C(=O)N(C)C3=O)C2C1 (stereo not drawn)	-14	-7	1	8	0	-4	5	-7
Cc1ccc(/C=C2\C(=O)NC(=O)N(Cc3ccccc3Cl)C2=O)o1	-1	-8	6	9	-2	6	-6	-8
CCCCC(=O)N/N=C/c1c(O)n(CCCC)c(=S)[nH]c1=O	17	20	4	5	-28	-38	-14	0
COC(=O)C1=C(c2ccc(F)cc2OCc2ccccc2)C[C@@H]2CC[C@H]1N2C(=O)NCc1ccccc1Cl	22	11	20	5	-15	-7	-18	26
CCCNC(=O)N1[C@H]2CC[C@@H]1C(C(=O)OC)=C(c1ccc3ccccc3c1)C2	7	7	22	-2	-4	-11	2	-7
COc1ccc(N=Cc2c(O)n(C)c(=O)n(C)c2=O)cc1	2	17	-3	-21	-19	-2	-2	1
CC1=NN(c2ccccc2)C(=O)/C1=C/c1c(O)[nH]c(=S)[nH]c1=O	7	34	14	22	-59	-1	-3	-10
C/C(=N/O)c1ccc2ccc3ccccc3c2c1	10	-13	-54	-81	9	42	-67	-2
Clc1cccc(N2CCNCC2)c1	-1	16	1	18	3	-4	-4	-4
COc1ccc(-c2cc(C(=O)N3CCC4(CC3)OCCO4)c3ccccc3n2)cc1	0	6	-31	-42	19	-15	-31	-13
Cc1nc2cc(C(=O)N3CCC4(CC3)OCCO4)ccc2n1-c1cccc(F)c1	-12	-2	3	13	8	6	3	3
Cc1cc(C)c(NC2=NCCCS2)c(C)c1	3	8	-1	-7	-3	-7	-12	5
O=C(COC(=O)Cc1ccccc1)Nc1nnc(-c2ccccc2)o1	-1	12	-1	13	-8	-10	-20	7
O=c1[nH]c(=S)n(-c2ccc(Cl)cc2)c(O)c1/C=N/N1CCOCC1	-6	11	9	17	-2	2	9	-13
CC(=O)OC1C2CCC1C(N1CCCCC1)CC2 (stereo not drawn)	-5	1	-2	3	0	-1	3	-4
CCC(=NCc1ccco1)c1c(O)n(-c2ccc(Cl)cc2)c(=O)[nH]c1=O	8	14	0	-4	1	-2	-13	1
CCCn1cc(CN2CCCC(C(=O)c3cccc(OC)c3)C2)c(C)n1 (stereo not drawn)	-8	7	36	-3	-4	0	12	-13
O=c1[nH]c(O)c(/C=C2/C=CC(c3cc(Cl)ccc3Cl)=N2)c(=O)[nH]1	12	-6	4	36*	-7	13	17	-4
CN(C)P1(N(C)C)=Nc2c(c(N)nn2C)C(c2ccccc2)=N1	-28	10&-5	-11&1	1	-2	1	-4	-9&0
CCC(c1ccc(C)cc1)N1C(=O)C2C3CCC(O3)C2C1=O (stereo not drawn)	-2	-1	-16	8	-2	9	9	2
O=Cc1cn(Cc2c(F)cccc2Cl)nc1-c1ccccc1	10	10	-16	-19	3	-3	1	-16
COC(=O)C(O)(c1ccc(N(C)S(=O)(=O)c2ccccc2)cc1)C(F)(F)F (stereo not drawn)	13	-5	3	-23	-8	1	-4	0
O=c1cccc2n1CC1CC2CN(c2ncnc3c2cnn3-c2ccc(Cl)cc2)C1 (stereo not drawn)	-1	4	7	4	9	4	-10	9
COc1ccc(CN2C(=O)NC(=O)/C(=C/c3ccoc3)C2=O)cc1	-3	1	-1	-8	-15	-5	-4	2
Cc1ccc(-c2cc(-c3ccc(C)cc3)[n+](-c3ccccc3)c(-c3ccc(C)cc3)c2)cc1	20	18	91*	-45	37	5	97*	11
CN(C)Cc1c[nH]c2ccccc12	-4	-7	4	10	5	-1	-4	2
COC(=O)C1=C(c2ccc(F)cc2OCc2ccccc2)C[C@@H]2CC[C@H]1N2C(=O)NCCN1CCOCC1	13	12	3	7	0	-13	-19	-2
CC(C)OP(=O)(OC(C)C)C(NCc1ccccc1)c1ccccc1 (stereo not drawn)	-17	19	-9	-2	15	3	1	-2
COc1ccc2c(C)c(CCC(=O)N3C[C@H]4C[C@@H](C3)c3cccc(=O)n3C4)c(=O)oc2c1	-5	9	4	14	2	-6	19	-1
O=C(NC(C(Cl)Cl)N1CCOCC1)c1ccccc1 (stereo not drawn)	-15	-10	-6	-1	7	-6	21	2
COc1cccc(O)c1CN1CCCC(C(=O)c2ccccc2SC)C1 (stereo not drawn)	7	14	27	-5	11	-4	9	4
CC(=O)N1N=C2C3CCN(CC3)C2C1c1ccc(Br)cc1 (stereo not drawn)	-8	1	8	17	6	0	-10	8
CCc1ccc(N2C(=O)CC(=O)NC2=O)cc1	8	-1	4	3	-7	-5	-10	0
COc1ccc(C2C([N+](=O)[O-])=C(N)Oc3c2c(=O)oc2ccccc32)cc1 (stereo not drawn)	-5	·	·	14	-11	-9	5	·
CCN(CC)CCN/N=C(\C)c1c(O)[nH]c(=O)[nH]c1=O	-15	5	4	11	5	-2	-13	9
N#C/C(=C(/O)c1ccc(S(=O)(=O)N(CCCl)CCCl)cc1)c1nc2ccccc2[nH]1	-19	11	-4	-36	4	4	-23	1

Structures shown so far that have bromine:
SMILES	Apaf-1 inh	CCR6 antag	Gli-Sufu block	697 NFkB inh	UBC13 polyUb	SENP8 block	Jurkat NFkB inh	EBI2 antag
Cc1ccc(C(=O)c2cc(Br)ccc2N)cc1	13	9	-3	-13	4	3	-42	14
N#CCCn1cc(C(=O)Nc2ccccc2Br)c(-c2ccc3c(c2)OCCO3)n1	10	7	-7	-18	15	-2	-6	-3
CC(=O)N1N=C2C3CCN(CC3)C2C1c1ccc(Br)cc1 (stereo not drawn)	-8	1	8	17	6	0	-10	8
